Screens as filed in PubChem BioAssay.
NF-kB neuron act: activators of NF-kB expression in neurons, primary screen, cell-based, HTS. human neuronal cells, NF-kB reporter expression; hits give high values. 1.6% of 190,000 active. AID 1239, 2008. fold change at 12.5 µM; in the data active means fold change above about 3.3
FLuc stim CS: FLuc activators, initial screening, artefact control for FLuc-dependent activation tests, biochemical, ATPlite luminescence | ATPlite luciferase biochemical, 10 min; 0 = ATP-free wells, 1 = DMSO control | activation factor at 10 µM | 200,000 tested, under 10 active;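 active means luciferase activation factor, scaled between plate controls, of at least 2 with compound at 10 µM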
Target sequence (P08659 whole entry, looked up): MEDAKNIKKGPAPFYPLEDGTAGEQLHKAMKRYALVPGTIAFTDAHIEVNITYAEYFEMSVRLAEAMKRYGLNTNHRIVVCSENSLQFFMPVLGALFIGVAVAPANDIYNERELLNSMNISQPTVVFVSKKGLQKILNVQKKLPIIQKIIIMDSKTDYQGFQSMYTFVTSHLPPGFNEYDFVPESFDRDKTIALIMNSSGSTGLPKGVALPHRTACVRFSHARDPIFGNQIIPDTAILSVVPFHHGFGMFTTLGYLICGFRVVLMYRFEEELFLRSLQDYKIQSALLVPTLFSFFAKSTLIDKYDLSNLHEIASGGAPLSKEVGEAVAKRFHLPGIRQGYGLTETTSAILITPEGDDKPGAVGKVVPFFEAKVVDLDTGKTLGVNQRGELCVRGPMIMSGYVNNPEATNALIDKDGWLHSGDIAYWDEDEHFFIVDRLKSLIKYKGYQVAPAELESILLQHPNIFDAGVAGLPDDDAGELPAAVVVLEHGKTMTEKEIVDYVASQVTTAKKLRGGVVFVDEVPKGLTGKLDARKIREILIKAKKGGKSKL
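Assay system: Luciferase/luciferin reagent mix; Medium: PBS as buffer for the ATP substrate; Dosing: test compounds dosed from 2 mM stocks in 100% DMSO; Times: 10 min, room temperature; Signal: luminescence from luciferase reaction; Read-out: luciferase activation; Controls: No-ATP low control, compound-free enzyme-plus-ATP high control.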
APP 5'UTR act: activators of APP 5'UTR luciferase reporter, primary screen, SH-SY5Y cells; SH-SY5Y APP 5'UTR luciferase reporter, luminescence; zero percent = DMSO vehicle wells; activation, % at 2 µM; 1% of 190,000 active; AID 1276, 2008;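 active means activation above a set limit, based on mean plus 3 SD of controls, cut at about 140% in these data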; further: values of inactives mirror those of a sister screen read the other way
FLuc inhib CS: firefly luciferase enzyme inhibitors, primary screen, artefact control for luciferase-based inhibitor screens, biochemical, luminescence, ATPLite; Luciferin 4-monooxygenase (Photinus pyralis), P08659; 10 min; inhibition, % at 10 µM; 1.5% of 200,000 active; AID 1006, 2008;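 active means inhibition above about 50% when tested at 10 µM, limit read from the data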
Diaphorase act: compounds boosting diaphorase resazurin reduction – biochemical, uHTS, resorufin fluorescence, counter-screen for diaphorase-coupled primary assays, primary screen. Diaphorase/resazurin coupled assay, 16 min; hits give high values; 1 = vehicle wells, 0 = NADH-free wells. activation factor at 20 µM. 0.005% of 190,000 active. AID 1229, 2008;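 active means diaphorase activity raised at least twofold by the compound at 20 µM; inactive means activation factor below 2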
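Material: bacterial diaphorase enzyme (C. kluyveri); amount: enzyme 0.07 U/mL final; reagent: NADH substrate 0.114 mM plus resazurin dye 0.1 mM, final; doses: single compound dose of 20 µM, 1% DMSO final; timing: 16 min enzyme reaction, ambient temperature; measured by: fluorescence of resorufin, 544 nm excitation, 590 nm emission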
TLR4-MyD88 BLA: inhibitors of TLR4-MyD88 association in cells, primary screen, cell-based, HeLa CL3-4, BLA complementation, FRET ratio; Toll-like receptor 4 (Homo sapiens) + Myeloid differentiation primary response protein …; HeLa CL3-4 TLR4/MyD88 BLA complementation; inhibition, % at 8.4 µM; 0.18% of 200,000 active; in the data active means inhibition above about 25%;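 further: 0% = vehicle and 100% = reference inhibitor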
APP transl inh: inhibitors of APP translation via 5'UTR reporter, primary screen, APP 5'UTR luciferase, SH-SY5Y cells; AID 1285, 2008; SH-SY5Y APP 5'UTR-luciferase reporter, luminescence; 0.82% of 190,000 active; inhibition, % at 2 µM;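 active means inhibition above a set limit, derived from the sample mean plus 3 SD, cut at about 45% in these data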; further: values of inactives mirror those of a sister screen read the other way
Diaph inh CS: diaphorase inhibitors and chemical oxidizers, primary screen, counter-screen for diaphorase-coupled primary assays, biochemical, uHTS, resorufin fluorescence. AID 1217, 2008. diaphorase resazurin-to-resorufin fluorescence, NADH, 16 min; bacterial (C. kluyveri) enzyme, not human. inhibition, % at 20 µM. 0.69% of 190,000 active;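 active means primary screen inhibition at 20 µM above a set limit, cut at about 50% in these data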;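 further: plate controls were DMSO with full reaction for no effect and wells lacking NADH for full effect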
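Detection: fluorescence of resorufin formed from resazurin, Ex 544/Em 590 nm; test system: Clostridium kluyveri diaphorase enzyme; amount: 0.14 U/mL diaphorase, enzyme working solution; times: 16-min room-temperature incubation before reading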
G6PDH CS: L. mesenteroides G6PDH inhibitors, counter-screen for G6PDH-coupled screening assays, biochemical, Leuconostoc mesenteroides enzyme; glucose-6-phosphate dehydrogenase [Leuconostoc mesenteroides]; Purified L. mesenteroides G6PDH, diaphorase/resazurin coupled fluorescence, 45 min; inhibition, % at 5 µM; 0.12% of 200,000 active; AID 1020, 2008; in the data active means inhibition above about 50%
STAT1 activator: STAT1 signaling activators, primary screen, cell-based, HTS, luciferase reporter; NIH 3T3 STAT1-luciferase reporter, IFN-gamma, luminescence; 100% = IFN-gamma alone, no compound; activation (% of control), % at 5.5 µM; 2.6% of 200,000 active;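 active means activation above the screen-wide mean activation plus 3 SD, cut at about 130% in these data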;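 further: raw ratio to IFN-gamma control signal so 100% means no change and 0% no light; values of inactives mirror those of a sister screen read the other way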
The depositor's hits bear a star; . = no result given. Compounds as they come; about 5.6% have a hit in one of these screens.

SMILES	NF-kB neuron act	FLuc stim CS	APP 5'UTR act	FLuc inhib CS	Diaphorase act	TLR4-MyD88 BLA	APP transl inh	Diaph inh CS	G6PDH CS	STAT1 activator
COC(=O)c1ccc(/C=N/OCC(=O)NCc2ccc(F)cc2)cc1	1.1	1.1	11	-9	1	-1	-11	2	-3	98
COc1cccc(/C=N/NC(=O)c2c(C)nc3ccc(Br)cn23)c1O	1.7	1	-61	0	0.8	10	61*	22	-6	104
CCOc1cccc(OCCCOc2ccccc2)c1	1.1	1	1	1	1	-12	-1	3	1	97
Fc1ccc2c(c1)C1C=CCC1C(c1cc3c(cc1Br)OCO3)N2 (stereo unspecified)	1.2	1.1	13	-6	0.8	4	-13	24	12	94
CN1CC=C2C(C#N)=C(N)C(C#N)(C#N)C(c3ccsc3)C2C1 (stereo unspecified)	0.92	1.1	10	-8	0.8	3	-10	24	7	104
O=C(O)C1=C(C(=O)Nc2cc(C(F)(F)F)ccc2Cl)CCCC1	0.97	1	-10	-5	0.9	-3	10	6	4	105
O=C(NC(=S)Nc1ccccc1F)c1ccc(Br)o1	2.1	1	41	2	1	11	-42	1	5	126
CCC(C)Cn1c(C)nc2ccccc21 (stereo unspecified)	0.98	1.1	-11	-7	0.9	-3	11	8	18	94
O=C(O)c1ccc(N/N=C/C=C/c2ccccc2[N+](=O)[O-])cc1	0.87	1	113	1	0.7	2	-113	29	-1	163*
Cc1nnc(Sc2cc(C(=O)NCCCN(C)Cc3ccccc3)c3ccccc3n2)s1	2.4	1	9	-2	1	23	-9	-2	-21	103
C=CCC1Cc2c(Br)cccc2C(CC=C)N1 (stereo unspecified)	1.6	1.1	18	-6	0.8	-2	-18	17	-2	93
Cc1ccc(NC(=O)c2ccccc2N(C)S(=O)(=O)c2ccccc2)c(C)c1	0.91	1	-3	-2	0.9	-6	3	11	0	104
COc1ccccc1NC(=O)Nc1ccc(Br)cn1	1.2	1	-2	-5	0.9	-2	2	13	2	92
O=C(CN1CCc2ccccc2C1)NCC(=O)Nc1ccc(F)cc1	1	1	0	-5	0.9	2	0	8	0	103
COc1ccccc1OCc1csc(N)n1	1.2	1	-10	0	1.1	-17	10	-7	4	105
O=[N+]([O-])c1ccc(OCc2cccc(COc3ccc([N+](=O)[O-])cc3)n2)cc1	1	1.1	-5	-7	0.9	6	5	11	-6	99
CC1=C(C)CC(C(=O)NNC(=O)c2cccc(Cl)c2)C(C(=O)O)C1 (stereo unspecified)	1.2	1.1	7	-8	0.9	3	-6	6	0	100
Cc1ccc(-c2nnn(CC(=O)N(c3ccccc3F)C(C(=O)NCC3CCCO3)c3c[nH]c4ccccc34)n2)cc1 (stereo unspecified)	0.8	1.1	5	-7	0.7	-9	-5	31	5	100
Cc1nc(N[C@@H](Cc2c[nH]c3ccccc23)C(=O)O)c2oc3ccccc3c2n1	0.84	1.1	2	-6	0.9	4	-2	10	2	90
Cc1cc(C)nc(SCc2ccc(C(=O)N/N=C/c3ccccc3C(=O)O)cc2)n1	1.1	1	-8	-4	0.9	2	8	12	-2	101
Cc1ccnc(SCC(=O)c2ccc(Br)s2)n1	1.5	1.1	3	-6	0.9	11	-3	9	7	98
Cc1nc(Cl)c(C(=O)NC(C)(C)C)c(C)c1Cl	1.1	1	6	-4	1	10	-6	0	-7	103
COc1ccc2cnnc(SCC(=O)Nc3ccc(C(C)=O)cc3)c2c1OC	0.85	1.1	-1	-6	1	-5	1	5	-1	97
O=C(NCc1cccnc1)C1CC(=O)N(CCc2ccccc2)C1 (stereo unspecified)	0.9	1	-1	-4	1	-8	1	5	9	107

Four compounds from above, arranged by count of non-hydrogen atoms, low to high:
SMILES	NF-kB neuron act	FLuc stim CS	APP 5'UTR act	FLuc inhib CS	Diaphorase act	TLR4-MyD88 BLA	APP transl inh	Diaph inh CS	G6PDH CS	STAT1 activator
COc1ccccc1OCc1csc(N)n1	1.2	1	-10	0	1.1	-17	10	-7	4	105
O=C(NC(=S)Nc1ccccc1F)c1ccc(Br)o1	2.1	1	41	2	1	11	-42	1	5	126
O=C(O)c1ccc(N/N=C/C=C/c2ccccc2[N+](=O)[O-])cc1	0.87	1	113	1	0.7	2	-113	29	-1	163*
CC1=C(C)CC(C(=O)NNC(=O)c2cccc(Cl)c2)C(C(=O)O)C1 (stereo unspecified)	1.2	1.1	7	-8	0.9	3	-6	6	0	100

More structures follow.
SMILES	NF-kB neuron act	FLuc stim CS	APP 5'UTR act	FLuc inhib CS	Diaphorase act	TLR4-MyD88 BLA	APP transl inh	Diaph inh CS	G6PDH CS	STAT1 activator
COc1cccc(-c2nnc3n2N=C(c2cccc(Br)c2)CS3)c1	1.2	1	3	-5	0.9	-7	-3	6	9	96
O=C(N/N=C/c1ccc[nH]1)c1ccccc1[N+](=O)[O-]	1.1	1	-3	-3	0.9	9	3	14	9	98
O=[N+]([O-])c1ccc2oc(-c3ccccc3)nc2c1	4.2*	0.8	112	18	1	-3	-112	-3	-4	145*
O=C(NCc1cccs1)C1CCN(c2ccc(S(=O)(=O)N3CCOCC3)cc2Cl)CC1	2.1	1	-93	-4	0.8	-1	93*	20	3	100
O=C(Cn1nc(-c2ccc(Cl)cc2)ccc1=O)NCc1ccc2c(c1)OCO2	1.3	1	-14	-1	0.9	-2	14	13	0	100
CC(C)(C)OC(=O)N1CCN(c2ccc([N+](=O)[O-])cc2)CC1	1.3	1	2	0	0.9	0	-2	8	-5	89
Cc1cccc(OCCCC(=O)O)c1	1	1.1	14	-5	0.8	8	-14	24	5	99
N#Cc1cccc(NC(=O)CSc2ccc3c4c(cccc24)C(=O)c2ccccc2-3)c1	1.1	1	-8	1	1	54*	8	-3	-5	90
Cc1c(Cl)cc(-n2cnnn2)cc1[N+](=O)[O-]	1.2	1.1	-14	-8	0.9	-8	14	8	6	100
CC(C)(C)OC(=O)NCCc1nnc(SCc2ccc(Cl)cc2Cl)o1	1.3	1.1	7	-5	0.8	2	-7	21	6	94
C(=N\Nc1nc2ccccc2s1)/c1ccco1	5.5*	0.4	203*	62*	0.8	5	-203	25	7	144*
CC(C)(O)C#Cc1ccc(C(=O)N2CCN(C(=O)c3ccco3)CC2)cc1	0.96	1.1	10	-5	0.9	-7	-10	13	-11	97
O=C1NN(c2ccccc2)C(=O)/C1=C/c1cccs1	1	0.6	6	35	0.9	0	-6	9	-1	92
CCc1nc(OCC(=O)c2ccccc2)c(C#N)c2c1COC(C)(C)C2	0.95	1	9	-4	0.9	10	-9	12	4	104
COc1ccc(-c2cc(N)n(S(=O)(=O)Cc3ccccc3)n2)c(OC)c1	0.97	1	16	-4	0.9	-9	-16	12	0	108
Cc1ccc(C(=O)Nc2ccc(N3CCOCC3)cc2)cc1	1.8	0.7	66	28	0.9	-7	-66	9	6	125
O=C(C1CCC1)N1CCc2cc(S(=O)(=O)NC3CCCC3)ccc21	1.1	1	25	-4	0.9	1	-25	10	6	97
COc1cc2[nH]c(=O)n(CCCCCC(=O)NCCCN3CCCC3=O)c(=O)c2cc1OC	0.94	1	16	-2	1	6	-16	1	-5	96
COc1ccc(Cl)cc1-c1nc(-c2ccc(NC(=O)c3ccncc3)cc2)no1	.	.	-5	.	.	-4	5	.	.	104
CC1(C)C2CC=C(/C=N/NC(=O)c3ccccc3Br)C1C2 (stereo unspecified)	1	1	-14	-2	1	-3	14	3	-7	94
Cc1cccc(NC(=O)COc2nsnc2N2CCOCC2)c1	0.87	1	3	0	1	-2	-4	-1	4	97
COc1cc(=O)[nH]c(SCc2c(F)c(F)c(F)c(F)c2F)n1	1.4	1.1	12	-8	0.8	9	-12	16	-7	97
CCOC(=O)C1CCN(c2nc(-c3ccccc3)nc3c2oc2ccccc23)CC1	0.77	1	-4	-4	0.8	-4	4	19	-2	99
CCc1ccc(-c2cc(C(F)(F)F)n3nc(C(=O)Nc4cnn(Cc5ccccc5C)c4)cc3n2)s1	1.3	1.1	7	-6	1	-1	-7	1	-2	102
Cc1ccc(CNC(=O)C(CCC(N)=O)NC(=O)OCc2ccccc2)cc1 (stereo unspecified)	1.1	1.1	-15	-8	0.9	7	15	7	9	98
O=C(COc1ccc(Cl)cc1)NCc1nnc(SCC(=O)NCC2CCCO2)o1 (stereo unspecified)	1	1	10	-1	1	1	-10	3	12	108
Cc1cc(=O)c(C(=O)O)nn1-c1ccccc1	1.1	1	11	2	0.9	5	-11	6	6	99
CCN(CC(=O)NC(C)C)C(=O)CCNC(=O)c1ccc(Cl)cc1	1.1	1	14	-2	1	-2	-14	2	-6	102
CCO[C@H]1OC(C(=O)NCc2nc3ccccc3[nH]2)=C[C@@H](C2CC2)[C@@H]1CCCO	1.6	1.1	-86	-6	0.8	2	86*	17	6	108
CC(=O)c1cc(NC(=O)c2ccccc2)c(=O)oc1/C=C/N(C)C	0.93	1	1	-2	1	-7	-1	3	12	92
COc1ccccc1NC(=O)CSc1nnc(COc2ccc(Cl)cc2)n1Cc1ccco1	0.61	1	8	0	0.8	-4	-8	20	1	94
CC(=O)c1c(C)nc(-c2ccc(Cl)cc2)nc1N=CN(C)C	2.5	1	99	0	0.9	-2	-99	8	14	118
COc1ccc(/C=N/Nc2c(Cl)cc(Cl)cc2Cl)cc1CN1CCOCC1	0.96	1	-5	-2	0.8	9	5	20	7	108
COc1ccc(-c2noc(CSc3nc4ccccc4c(=O)n3-c3ccc(C)cc3)n2)cc1	1.4	1	0	-4	0.8	-12	0	24	-1	98
CC(C)CN(CC(C)C)S(=O)(=O)N1CCC(C(=O)NC2CCCCCCC2)CC1	0.83	1	4	-3	1	2	-4	2	8	106
O=C(Nc1ccc(N2CCN(C(=O)c3ccco3)CC2)c(Cl)c1)c1cc2ccccc2o1	0.29	1	75	3	0.8	2	-75	20	4	100
CC(C)N(O)C(=O)NC(C)(C)C	1.6	1.1	-6	-6	0.9	8	6	14	-16	99
CC1=C(C(=O)OCC2CCCO2)C(c2ccc(O)cc2)NC(=O)N1 (stereo unspecified)	1.1	1.1	3	-7	0.8	10	-3	18	5	101
COc1ccc(S(=O)(=O)N2CCN(C)CC2)cc1Br	1	1.1	-19	-8	0.9	4	19	14	6	103
